DT40 TDP1 no CPT – qHTS for Inhibitors of human tyrosyl-DNA phosphodiesterase 1 (TDP1): qHTS in cells in absence of CPT. DT40 Tdp1-/- hTDP1 cells, no CPT, ATP luminescence, 48 h. Potency, µM (doses to about 46.2 µM), for inactives: at the top dose activity change, negative = growth inhibition, actives largely listed as inhibitors. 420,000 tested, 15% active; note: nearly all actives have a fitted effect of over 55% in size
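Seeded 400 DT40-hTDP1 cells/well (vehicle DMSO, no 20 nM CPT); pinned compounds; ≥48 hr at 37 °C; CellTiter-Glo luminescence as viability measure.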
DT40 TDP1 CPT – DT40-hTDP1 cell growth loss with CPT | chicken DT40 Tdp1-/-;hTDP1 cells + 20 nM CPT, ATP luminescence, 48 h | Potency, µM (titrated, usually from 46.2 µM), without a hit: at the top dose activity change, negative = growth inhibition, usual class: inhibitors | 420,000 tested, 12% active; note: nearly all actives have a fitted effect of over 55% in size
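Chicken DT40 Tdp1-/- cells complemented with human TDP1, 400 cells/well, exposed to compounds plus 20 nM camptothecin for at least 48 h at 37 C; viability read as ATP content by CellTiter-Glo luminescence.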
TDP1 block – TDP1 (human) enzyme inhibition; Q9NUW8; recombinant TDP1, AlphaScreen DNA substrate cleavage; Potency, µM (doses to about 130 µM), without a hit: at the top dose activity change, negative = inhibition, hits mostly inhibitors; 350,000 tested, 0.28% active; note: nearly all actives have a fitted effect of over 40% in size
Target sequence (Q9NUW8 whole entry, looked up): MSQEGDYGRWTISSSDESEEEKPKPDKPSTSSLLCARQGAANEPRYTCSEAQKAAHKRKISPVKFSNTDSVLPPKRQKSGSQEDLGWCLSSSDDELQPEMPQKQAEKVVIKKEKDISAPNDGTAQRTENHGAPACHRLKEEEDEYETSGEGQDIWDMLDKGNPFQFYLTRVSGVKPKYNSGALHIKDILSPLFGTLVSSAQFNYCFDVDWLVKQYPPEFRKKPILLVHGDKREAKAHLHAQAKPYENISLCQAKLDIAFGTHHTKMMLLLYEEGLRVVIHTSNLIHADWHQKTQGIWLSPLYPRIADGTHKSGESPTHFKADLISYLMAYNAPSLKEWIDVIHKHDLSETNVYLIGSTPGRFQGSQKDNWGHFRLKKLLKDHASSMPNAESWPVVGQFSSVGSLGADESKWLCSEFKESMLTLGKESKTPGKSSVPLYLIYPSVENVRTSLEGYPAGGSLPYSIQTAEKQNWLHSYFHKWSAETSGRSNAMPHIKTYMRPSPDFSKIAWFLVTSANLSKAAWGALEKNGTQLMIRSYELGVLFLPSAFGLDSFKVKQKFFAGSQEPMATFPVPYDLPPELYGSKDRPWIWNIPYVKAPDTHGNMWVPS
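Signal: AlphaScreen proximity between streptavidin donor and anti-FITC acceptor beads on intact substrate. Reaction: Tdp1 1 nM, substrate 15 nM final, 5 min RT after 15 min compound preincubation.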
The depositor's hits bear a star; ? = inconclusive; · = not tested or not shown; & = joins results of further samples; [ ] = dose if it differs, or a comment. Calls come from the whole dose curve; as a rule, active = well fitted curve in the direction sought with a large enough effect; inconclusive = small, poorly fitted or top-dose-only effect, or another doubt; inactive = no such curve, though single readings can be large; an effect the other way counts as inactive or inconclusive. % is set by controls: 0 for no effect and ±100 for the full control effect; potency is the fitted concentration of half-maximal effect. No enrichment for hits; any-hit rate near 18%.

SMILES | DT40 TDP1 no CPT | DT40 TDP1 CPT | TDP1 block
COc1ccc(C(=O)NCC(c2ccc3c(c2)OCO3)N2CCOCC2)cc1 (centres undefined) | ? | ? | 5%
CC(C(=O)NCc1ccccc1)N1C(=O)CN(C)C(=O)c2ccccc21 (centres undefined) | -1% | 2% | 4%
COc1ccc(NC(=O)CN(C)CC(=O)Nc2ccc3c(c2)CCC3)cc1 | -18% | -22% | 4%
Cc1nc(-c2ccc(OCC(C)C)c(C#N)c2)sc1C(=O)O | -25% | -16% | ·
O=C(COC(=O)COc1cccc(C(F)(F)F)c1)NC1CCCC1 | 3% | -1% | 0%
CCN1C[C@@H]2[C@@H]3C(=O)N(C)C(=O)[C@@H]3[C@](Cc3ccccc3)(C1=O)N2C(=O)c1ccc(C)cc1 | -7% | 9% | ·
Cc1cccc[n+]1C1C(c2ccccc2)C(C#N)=C(C(=C=[N-])C#N)NC1(O)C1CC1 (centres undefined) | ? | 23µM* | 0%
O=C(NCC1CCCO1)c1onc(CSc2ccc(Cl)cc2)c1C(=O)O (centres undefined) | -9% | 4% | 2%
Cc1cccc(NC(=O)Cn2c(=O)oc3cc(S(=O)(=O)N4CCCC4)ccc32)n1 | -7% | -16% | ·
COc1ccc(C(=O)NNC(=S)NC2CCCCC2)cc1OC | ? | ? | 7%
O=C(NCc1c(O)ccc2ccccc12)c1ccccc1 | 2% | -7% | ·
O=C1Nc2ccc(Br)cc2C1=Nc1cccnc1 | 8.2µM* | 12µM* | ·
O=C(COC(=O)c1cc(-c2ccc(Cl)s2)nc2ccccc12)NCc1ccco1 | 16µM* | 18µM* | 2%
COc1cc(CC(NC(C)=O)C(=O)NC2CCN(C(=O)C3CC3)CC2)cc(OC)c1 (centres undefined) | 8% | 0% | -5%
COC(=O)Nc1c(-c2ccccc2)nc2ccccn12 | 0% | 1% | -5%
COc1ccc(CCC(=O)OCC(=O)Nc2ccc(OC)c(OC)c2)cc1OC | -18% | 5% | 7%[0.0935 µM]
C#CCCCCCCCCCCCC(O)CC(O)CO (centres undefined) | ? | ? | -7%[56.1 µM]
CCN(CC)S(=O)(=O)c1ccc(N2CCCC2)c(NC(=O)CC(C)(C)C)c1 | -7% | 11% | ·
CCN(CC)c1ccc(-c2nnc(SCC(=O)NCc3ccco3)n2CC)cc1 | ? | ? | ·
CC(C)Cc1nnc(NC(=O)CCC(=O)Nc2ccc3cn[nH]c3c2)s1 | 1% | -1% | 5%
CC(=O)c1ccccc1OC(=O)c1c(F)cccc1F | 9% | 6% | 5%
CC(NCc1ccc2c(c1)OCO2)C(=O)N1CCc2ccccc21 (centres undefined) | ? | ? | -1%
COc1ccc(CCN2C(=O)COc3ccccc3C2C(=O)NCc2ccccc2)cc1OC (centres undefined) | -4% | -3% | ·
Cc1csc(NC(=O)CSc2nnnn2C)n1 | -21% | 0% | 2%[56.1 µM]
COc1ccc(/C=C/C2=Nc3ccccc3NC(C)(C)C2)cc1OC | ? | ? | ·
CCOC(=O)c1ccccc1NC(=O)CN(c1cccc(C)c1C)S(=O)(=O)c1ccccc1 | 5.8µM* | 7.3µM* | ·
CCOP(=O)(OCC)C(Nc1ccccc1)c1ccco1 (centres undefined) | -12% | -22% | 2%
COCCCC1CCN(C(=O)C2CCC(=O)N(CCc3cccc(F)c3)C2)CC1 (centres undefined) | -3% | 10% | 1%
Cc1cccc(OCC(=O)Nc2c(C)ccc3nsnc23)c1C | ? | 15µM* | 5%
Oc1cccc(Oc2ncc(C(F)(F)F)cc2Cl)c1 | 2% | 9% | 0%
CN1CCC(OC(=O)COc2ccc(F)cc2)CC1 | -4% | -5% | 5%
CC/C(=C\c1ccccc1)c1cccc2oc3ccccc3c12 | ? | ? | ·
Cc1ccccc1NC(=O)c1c(Cl)nc(C)c(Cl)c1C | -3% | 3% | 5%
CCCC(=O)Nc1ccccc1C(=O)OCc1cc(=O)n2nc(C(C)C)sc2n1 | ? | ? | -1%
COc1ccc(C2CC(=O)CCN2S(=O)(=O)c2ccc(C)cc2)cc1 (centres undefined) | ? | ? | ·
O=C(Nc1ccccc1C(F)(F)F)C1CCN(c2nnc(-n3cccc3)s2)CC1 | ? | ? | 7%
Cc1nnc(SCC(=O)Nc2ccccc2F)n(N)c1=O | 17% | -21% | 0%
O=C(OCc1nnc(-c2ccccc2)o1)C1CC(=O)N(c2ccccc2)C1 (centres undefined) | 10% | 0% | 1%[56.1 µM]
OC(COc1c(Cl)cc(Cl)cc1Cl)CN1CCCCC1 (centres undefined) | ? | -21% | 3%
COc1ccc(C(=O)[C@H]2[C@H]3C(=O)N(c4ccc(OC(C)=O)cc4)C(=O)[C@H]3C3C=CC=NN32)cc1 (some centres undefined) | -15% | 6% | ·
CCC(=O)N1c2ccc(S(=O)(=O)N3CCN(CC)CC3)cc2CC1C (centres undefined) | 1% | -11% | 1%
Cc1cc(C(=O)Nc2cccc3cccnc23)ccc1[N+](=O)[O-] | ? | -18% | 1%
CN(c1ccccc1C(=O)Nc1cccc(C(F)(F)F)c1)S(C)(=O)=O | -15% | -9% | -1%
O=C(CCSc1ccccc1)Nc1nc2c(s1)CCCC2 | 10µM* | ? | 5%
CC1(C(=O)NCc2ccc(Cl)cc2)CCN1C(=O)Cc1ccc(Cl)cc1Cl (centres undefined) | ? | 18µM* | ·
Cc1cc(C)n(CC(=O)NC2CCCN(Cc3ccc(Cl)cc3)C2)n1 (centres undefined) | 4% | ? | 1%
CC(=O)c1ccc(NC(=O)CSc2nc(-c3cccc(F)c3)nc3c2c(=O)n(C)c(=O)n3C)cc1 | -13% | 16% | 5%
Cc1ccc(S(=O)(=O)N2C3CCCCC3O[C@H]2CC(=O)c2cccs2)cc1 (some centres undefined) | ? | ? | ·
Cc1cccc(-c2noc(Cc3ccccc3)n2)c1 | -23% | 1% | -2%
Cc1cccc(NC(=O)CCC(=O)N/N=C/c2ccco2)c1C | -22% | -6% | 3%
CCOc1ccc(-n2c(Cc3ccccc3)nnc2SCc2nc(-c3cccs3)no2)cc1 | ? | ? | 9%
CCCCCCCCCCCCCCCC(C)C1=NCCN1 (centres undefined) | 1% | ? | ·
CCOc1ccc(OCCSc2nc3ccccc3o2)cc1 | -20% | -1% | 1%
C[C@H](CO)N1C[C@H](C)[C@H](CN(C)C(=O)c2ccccc2)OCc2cnnn2CCCC1=O | 8% | -27% | ·
CCN(CC)CCn1cnc2c1c(=O)[nH]c(=O)n2Cc1ccccc1 | -22% | 5% | ·
COc1ccc(-n2nc(C(=O)Nc3ccc(Cl)cn3)c3c4ccccc4n(C)c3c2=O)cc1 | 1% | -3% | 0%
CN1CCCCC1C(=O)N1CCC(Oc2cccc(CN3CCN(c4ccccn4)CC3)c2)CC1 (centres undefined) | ? | 12%[9.04 µM] | ·
Cc1cccc(NC(=S)N2CCN(c3cc(C)ccc3C)CC2)c1 | ? | ? | 4%
CC(C)NC1(C#N)CCN(Cc2ccccc2)CC1 | 22% | 13% | ·
C=CC(=O)N1C/C=C\C(c2ccc(OC)cc2)N(Cc2ccc(F)cc2)C(=O)C1 (centres undefined) | -21% | ? | 7%&0%

Other results follow:
SMILES | DT40 TDP1 no CPT | DT40 TDP1 CPT | TDP1 block
O=C(Cc1cccc2ccccc12)Nc1ccc(-c2cc3ccccc3oc2=O)cc1 | ? | ? | 0%
COc1ccc(CCn2c(=N)c(C(=O)NCC3CCCO3)cc3c(=O)n4ccccc4nc32)cc1OC (centres undefined) | 2.9µM* | 7.3µM* | 2%
Cc1ccc(C)c(CC(=O)N2CCCC(c3cc(C(=O)Nc4ccccc4Cl)no3)C2)c1 (centres undefined) | ? | ? | ·
Cc1c(C(=O)N/N=C/c2cccs2)nc2ccccn12 | ? | -5% | 3%
CCCC(=O)NC(c1ccco1)c1c(O)ccc2ccccc12 (centres undefined) | ? | ? | 8%
O=c1cc(-c2ccccc2)n2c(SCc3ccc([N+](=O)[O-])cc3)nnc2[nH]1 | -18% | -118% | 3%
Cc1ccc(-c2n[nH]c(=O)c3ccccc23)cc1S(N)(=O)=O | -20% | -22% | ·
CC(C(=O)NCC1CCCO1)N(C(=O)c1snc(C(N)=O)c1N)c1ccccc1 (centres undefined) | -2% | -7% | 7%
COc1ccc(Cl)cc1C(=O)OCC(=O)c1ccc[nH]1 | -9% | -14% | -6%
COc1ccc2c(c1)OC(O)(C(F)(F)F)CC2=O (centres undefined) | -6% | -28% | 4%
CC1C(=O)Nc2ccccc2N1C(=O)c1ccc(F)cc1F (centres undefined) | -1% | -7% | ·
Cc1c(NC(=O)c2cnc(Cl)c(Cl)c2)c(=O)n(-c2ccccc2)n1C | -16% | 6% | -3%
NC(=O)[C@@H]1C[C@]2(NC(=O)NC2=O)c2cc(F)ccc2O1 | -9% | 15% | ·
CC(NC(=O)c1cccs1)C(S)c1ccccc1 (centres undefined) | ? | ? | 3%
COc1ccc(N(C(=O)c2cccnc2)S(=O)(=O)c2ccc3c4c(cccc24)C(=O)N3C)cc1 | ? | ? | 7%
CC(c1ccccc1)N1C(=O)C2C3CCC(C3)C2C1=O (centres undefined) | -13% | -19% | 1%
O=[N+]([O-])c1ccc(Cc2ccccn2)cc1 | 14% | -9% | 1%
CC(=O)Nc1cc(-c2nn3c(C)nnc3s2)ccc1C | 0% | 10% | 1%
CC(C)OC(=O)CC1C(=O)NCCN1C(=S)NC(=O)c1ccccc1 (centres undefined) | -8% | -7% | -8%
CC12CCC(C(=O)Nc3ccncc3)(CC1O)C2(C)C (centres undefined) | -17% | 4% | ·
COc1ccc(C2C(C(C)=O)=C(O)C(=O)N2CCCn2ccnc2)cc1 (centres undefined) | -16% | -13% | 0%
COc1cc(C2c3c(-c4ccccc4O)n[nH]c3C(=O)N2Cc2ccco2)ccc1OCC(C)C (centres undefined) | 18µM* | ? | 12%
Cn1cccc1CNC(=S)Nc1cc(F)cc(F)c1 | -1% | 17% | 10%
CC(=O)N1c2ccc(S(=O)(=O)N3CCC(C(=O)NC4CCCCC4)CC3)cc2CC1C (centres undefined) | 10% | -16% | 0%

Entries of single compounds, quoted from the list.
Entry for COc1cc(C2c3c(-c4ccccc4O)n[nH]c3C(=O)N2Cc2ccco2)ccc1OCC(C)C (centres undefined) : DT40 TDP1 no CPT: 18µM*; DT40 TDP1 CPT: ?; TDP1 block: 12%
Entry for CC(c1ccccc1)N1C(=O)C2C3CCC(C3)C2C1=O (centres undefined) : DT40 TDP1 no CPT: -13%; DT40 TDP1 CPT: -19%; TDP1 block: 1%
Entry for CC(=O)N1c2ccc(S(=O)(=O)N3CCC(C(=O)NC4CCCCC4)CC3)cc2CC1C (centres undefined) : DT40 TDP1 no CPT: 10%; DT40 TDP1 CPT: -16%; TDP1 block: 0%

Later entries
SMILES | DT40 TDP1 no CPT | DT40 TDP1 CPT | TDP1 block
COC(=O)c1ccc(/C=N/NC(=O)CNc2cccc(C)c2)cc1 | -25% | -4% | 5%
Cc1nn(-c2ccc([N+](=O)[O-])cc2)c(N)c1-c1ccccc1 | ? | ? | 11%
Nc1ccc(Sc2ccc([N+](=O)[O-])cc2)cc1 | ? | ? | 5%
COc1ccc(C(=O)NCCNc2ccc([N+](=O)[O-])cc2)cc1OC | ? | -16% | ·
CCCc1cc(=O)[nH]c(SCC(=O)Nc2ccc3c(c2)CCC3)n1 | 7% | -14% | 3%
C=CCNC(=S)N(CC)c1cccc2ccccc12 | ? | 6% | 0%
O=C(c1cccs1)N1CCC(c2nc3c(nnn3Cc3ccccc3)c(=O)[nH]2)CC1 | 0% | 5% | 4%
CC1(c2ccc3ccccc3c2)NC(=O)N(CC(=O)Nc2cccc(S(=O)(=O)N3CCOCC3)c2)C1=O (centres undefined) | ? | ? | 3%
CC1(C(=O)NS(=O)(=O)c2cccc(F)c2)CCN1C(=O)c1ccco1 (centres undefined) | -23% | -17% | ·
c1ccc(COc2ccc(-c3cc4nc(NCCCn5ccnc5)ccn4n3)cc2)cc1 | 16µM* | 23µM* | ·
Cc1ccc(Oc2coc3cc(O)ccc3c2=O)cc1 | 10% | -6% | ·
C/C(=C1\SC(N2CCOCC2)=NC1=O)c1ccccc1 | ? | -22% | 6%
O=C(c1csc2c1CCCC2)n1cccn1 | -7% | -12% | ·
CC1C=Cc2ccccc2N1C(=O)c1ccccc1 (centres undefined) | -28% | -10% | 4%
Cc1cc(C)cc(N2C(=O)N(Cc3cccc(F)c3)c3ccccc3S2(=O)=O)c1 | ? | -28% | 2%
CCOC(=O)c1nn(-c2ccc(C)cc2)c(=O)cc1OCC(=O)Nc1ccc(OC)cc1 | -16% | -4% | 45µM*
S=c1[nH]nc(-c2ccc(Cl)cc2)n1CC1CCCO1 (centres undefined) | -21% | -29% | -1%
COc1ccc(OC)c(-c2nc(CN3CCCCC3c3cccnc3)c(C)o2)c1 (centres undefined) | ? | 5% | 5%

Screening results: PubChem BioAssay, National Center for Advancing Translational Sciences (NCATS)
